Mot1-301 SUMO = blocks SUMOylation pathway, rescuing yeast Mot1-301 growth | AID 2716 | actives 1% (n = 320,000) | S. cerevisiae Mot1-301 growth rescue, ATP luminescence, 38.5C; percent above DMSO median, 100 means doubled | growth rescue, % at 18.8 µM;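 active = every valid replicate shows activation above 250% relative to neutral control wells; inactive = the rest, any valid replicate at or below 250%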;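 also: OY570 slx delta 5 strain wells were the positive control but not used for scaling; some compounds called inactive have numbers as strong as hits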
Rtt109 Vps75 = blocks Candida albicans Rtt109/Vps75 acetyltransferase activity; purified Rtt109/Vps75, ThioGlo CoA-SH fluorescence, 4 h; actives 0.16% (n = 330,000); inhibition, % at 34.9 µM; AID 540336; Q5AAJ8;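 active = inhibition of at least 50% in every replicate; inconclusive = best replicate reaches 50% inhibition but some replicates fall short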
Target sequence (Q5AAJ8 whole entry, looked up): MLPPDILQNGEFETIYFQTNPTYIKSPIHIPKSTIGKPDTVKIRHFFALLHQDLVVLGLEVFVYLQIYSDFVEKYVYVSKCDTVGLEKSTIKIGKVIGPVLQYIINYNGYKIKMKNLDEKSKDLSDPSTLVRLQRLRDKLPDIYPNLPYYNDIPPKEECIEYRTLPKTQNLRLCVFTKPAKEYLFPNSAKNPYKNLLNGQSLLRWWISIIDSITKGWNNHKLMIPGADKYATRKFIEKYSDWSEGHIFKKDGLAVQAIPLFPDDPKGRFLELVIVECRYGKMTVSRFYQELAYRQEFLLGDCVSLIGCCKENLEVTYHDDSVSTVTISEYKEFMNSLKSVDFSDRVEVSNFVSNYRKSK
CDK5 p35 inh = blocks human CDK5/p35 kinase activity; Q00535+Q15078; Recombinant CDK5/p35, ADP-Glo luminescence, 60 min; inhibition, % at 10 µM; actives 0.01% (n = 330,000); AID 488839;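 active = highest replicate inhibition of at least 50% and at least 75% of replicates reaching 50%; inconclusive = only one of the two criteria met; inactive = both criteria failed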;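 also: plate controls were DMSO neutral control for no effect and GW8510 at 10 µM for full effect; many of its hits are not listed in these tables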
Target sequence (Q00535 whole entry, looked up): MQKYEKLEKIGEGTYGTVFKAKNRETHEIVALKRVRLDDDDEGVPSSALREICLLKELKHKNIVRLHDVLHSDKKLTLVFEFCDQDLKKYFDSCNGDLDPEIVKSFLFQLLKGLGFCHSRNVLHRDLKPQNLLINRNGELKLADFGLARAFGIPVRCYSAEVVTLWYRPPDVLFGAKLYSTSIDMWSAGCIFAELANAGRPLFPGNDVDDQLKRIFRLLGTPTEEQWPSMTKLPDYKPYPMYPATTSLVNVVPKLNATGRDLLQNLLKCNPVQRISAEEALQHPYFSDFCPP
Target sequence (Q15078 whole entry, looked up): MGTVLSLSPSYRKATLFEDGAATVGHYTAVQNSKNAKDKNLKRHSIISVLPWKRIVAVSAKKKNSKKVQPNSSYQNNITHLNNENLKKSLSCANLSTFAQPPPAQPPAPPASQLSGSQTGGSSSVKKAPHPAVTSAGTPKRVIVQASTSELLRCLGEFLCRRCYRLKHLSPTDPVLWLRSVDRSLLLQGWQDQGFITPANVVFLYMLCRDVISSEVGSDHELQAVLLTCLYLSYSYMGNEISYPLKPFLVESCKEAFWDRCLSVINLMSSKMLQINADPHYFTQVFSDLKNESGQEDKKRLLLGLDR
cardiac RTF act = cardiac RTF calcium sensitization; IANBD-labeled TnC RTF fluorescence at EC20 calcium; 0% EC20 calcium, 100% full calcium; activation, % at 7.2 µM; actives 0.24% (n = 340,000); AID 493008;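 active = activation above the mean over all tested compounds plus 3 SD, cut at about 30% in these data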;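 also: rise in fluorescence read as greater calcium sensitivity of cardiac thin filaments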
LANA DNA inh = KSHV C-LANA DNA binding inhibition; MBP-C-LANA/FAM-LBS DNA binding, fluorescence polarization; inhibition, % at 9 µM; actives 0.078% (n = 340,000); AID 504423;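 active = highest replicate inhibition at or above 60% at 9 µM, even if other replicates fall short; inactive = all replicates below 60% inhibition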;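 also: 0% = neutral control wells and 100% = 4 µM acridine orange control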
PvdQ inh = P. aeruginosa PvdQ acylase inhibition; purified PvdQ acylase, fluorescence plate reader; inhibition, % at 10 µM; actives 0.063% (n = 340,000); in the data active = inhibition above about 30%, passing the limit was not always enough; inconclusive = no clear call, values can overlap the other calls;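 also: 0% = vehicle neutral wells and 100% = reference inhibitor wells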
RTF Ca sens inh = cardiac RTF calcium desensitization | P19429+P45379 | IANBD-labeled cardiac RTF, Ca2+ fluorescence | inhibition, % at 7.15 µM | actives 0.12% (n = 340,000);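 active = inhibition above the mean inhibition of all tested compounds plus 3 SD, cut at about 17% in these data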;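 also: assay run at fixed EC70 calcium of 1.6 mM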
PfHsp90 set2 = reduces growth (ATP signal) of yeast expressing P. falciparum Hsp90 | S. cerevisiae expressing PfHsp90, BacTiter-Glo ATP, 48 h; yeast lacking PDR1 and PDR3 efflux regulators | actives 0.32% (n = 310,000) | inhibition, % at 9.4 µM;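 active = every replicate shows inhibition above about 80%, whatever the replicate mean, limit read from the data; inconclusive = mean inhibition reaches the set limit but some replicate falls short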;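 also: 0% = DMSO neutral controls and 100% = 20 µM radicicol positive controls; yeast relying on Plasmodium falciparum Hsp90 in place of its own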
dFosB activator = activators of mouse delta FosB homodimer | purified delta FosB, TAMRA-CDK5 oligo fluorescence polarization; percent of positive-control signal above neutral wells | activation, % at 25 µM | actives 0.99% (n = 340,000);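 active = mean activation above about 17%, with every replicate also reaching it, limit read from the data, passing the limit was not always enough; inconclusive = only one of the two conditions met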;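 also: fluorescence polarization rise as delta FosB binds a TAMRA Cdk5 AP-1 oligo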
Keap1-Nrf2 PPI = disrupts human Keap1 binding to Nrf2 peptide; actives 0.15% (n = 340,000); AID 504523; Keap1 Kelch-Nrf2 peptide fluorescence polarization, 1536-well; inhibition, % at 9.4 µM; Q14145; in the data active = inhibition above about 12%; inconclusive = no clear call, values can overlap the other calls; inactive = below about 7.3%;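 also: human Keap1 Kelch domain with fluorescein labeled Nrf2 9mer peptide probe; 0% = neutral control wells and 100% = peptide positive control; higher means more block of Keap1 binding to Nrf2 peptide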
NSD2 HMT inh = inhibitors of human histone methyltransferase NSD2; O96028; inhibition, % at 12.5 µM; NSD2 peptide methylation, AlphaScreen, 120 min; actives 0.54% (n = 310,000); in the data active = inhibition above about 50%
* = called active by the depositor; i = inactive; ? = inconclusive; / = not tested or not shown.

SMILES	Mot1-301 SUMO	Rtt109 Vps75	CDK5 p35 inh	cardiac RTF act	LANA DNA inh	PvdQ inh	RTF Ca sens inh	PfHsp90 set2	dFosB activator	Keap1-Nrf2 PPI	NSD2 HMT inh
CCOC(=O)Cn1nnnc1CN(Cc1ccccc1)Cc1cc2cc(CC)ccc2[nH]c1=O	-19	8	-1.0	9	-0.1	-8	-5	6	-30	-7	2
CC(=O)Nc1ccc(S(=O)(=O)NCC(=O)OC(C)c2ccccc2Cl)cc1 (centres undefined)	-14	3	-0.2	3	0.3	-7	2	14	0	0	26
O=C(NCC1COc2ccccc2O1)c1ccco1 (centres undefined)	152	-6	1.2	7	-0.2	-4	6	-14	-10	-3	-1
COc1ccc(C(=O)Nc2nc3nc(-c4ccccc4)cc(=O)n3[nH]2)cc1	/	-12	0.1	-2	2.1	-15	-3	-22	-4	-2	-1
Cc1nn(S(=O)(=O)c2ccc(Cl)cc2)c(C)c1S(=O)(=O)N1CCOCC1	17	-1	1.0	-1	-1.7	7	0	2	5	3	-5
Cc1ccc(S(=O)(=O)Nc2ccc3c(c2)C(=O)N([C@H](C)CO)C[C@H](C)[C@@H](CN(C)C(=O)Nc2ccc(C(F)(F)F)cc2)O3)cc1	/	9	0.1	-1	-0.2	13	-4	-1	-2	-1	/
CCCCN(C(=O)CCCc1nc2ccccc2c(=O)[nH]1)c1c(N)n(CC(C)C)c(=O)[nH]c1=O	0	2	-2.9	-1	-0.9	-3	4	/	-7	-2	-4
CN(C)C(=O)c1ccc(NC(=O)CSc2nnc(-c3ccc4c(c3)OCO4)o2)cc1	/	13	1.7	-4	1.2	-15	5	8	5	-2	2
Cc1ccc(S(=O)(=O)Nc2cccc(C(=O)NCc3ccccn3)c2)cc1F	2	2	0.1	1	-1.3	-10	-14	2	-2	3	1
O=C(Nc1cccc(-c2ccc(N3CCOCC3)nn2)c1)c1ccc(Cl)cc1	-4	6	-0.1	-12	-0.9	-11	-11	18	-12	1	-1
CC(=O)N1CCN2C(=O)C1CCCC(=O)c1cc(C(C)C)ccc12 (centres undefined)	173	3	2.2	1	1.4	-5	0	4	-4	-8	-3
O=C(NNC(=O)c1ccc[nH]1)c1cc(Cl)cc(Cl)c1	10	-9	-0.9	3	-0.9	-6	-4	-14	5	-1	/
CC(C)OP(=O)(OC(C)C)C(NC(=O)c1ccccc1Br)C(N)=O (centres undefined)	-15	-10	1.4	-6	2.7	-6	2	-25	-6	1	-2
CCOc1cc(NC(=O)CCl)c(OCC)cc1NC(=O)CCl	36	1	-0.8	1	-1.4	-11	0	-38	-1	-1	0
NS(=O)(=O)c1ccc(CCN2C(=O)/C(=C\c3ccc(Cl)cc3)SC2=S)cc1	12	-1	-0.3	-5	0.7	11	-7	-5	?	-2	-2
CC1=CN2CC(O)CN=C2C=C1 (centres undefined)	0	-2	-1.4	1	-3.3	-19	-5	9	8	-2	3
CC(C)(C)NC(=O)NC(=O)COC(=O)Cc1coc2ccc3ccccc3c12	4	2	0.2	4	-2.1	-14	-3	-43	-5	-4	2
C=CCSc1nnc(N2C(=O)C(O)=C(C(=O)c3ccco3)C2c2ccccc2F)s1 (centres undefined)	-2	24	2.0	-3	2.6	1	-10	-1	-3	7	16
Cc1ccc(C)c(Oc2cc(NC(=O)CCCn3nc(C)c([N+](=O)[O-])c3C)cc([N+](=O)[O-])c2)c1	-1	1	/	-9	-1.0	-13	-12	-15	-7	-1	-3
O=C(CCc1ccccc1)Nc1c(F)cccc1F	-4	14	-1.1	-3	0.0	-6	-4	-24	4	2	/
CCc1cc2c(-c3ccccc3)cc(=O)oc2cc1OC(C)C(=O)NCC1CCC(C(=O)O)CC1 (centres undefined)	-8	1	1.2	-5	3.5	-5	5	-7	-10	-3	/
Cc1cccc(NC(=O)Cn2nnc(C(=O)Nc3ccc(F)c(Cl)c3)c2N)c1	49	-11	/	0	2.3	-2	-7	-3	90*	3	-1
O=C(c1ccc2ccccc2n1)N1CCN(c2ccccc2Cl)CC1	-7	-5	0.5	0	-0.9	2	0	-16	-3	-1	-2
COc1ccc(N(CC(=O)Nc2cc(OC)c(OC)cc2C(=O)O)S(=O)(=O)c2c(C)noc2C)cc1	25	4	-0.6	7	-0.1	-11	8	-8	4	-1	-1
N#CC1=C(N)Oc2n[nH]c(-c3ccccc3)c2C1c1ccncc1 (centres undefined)	-15	3	0.7	0	-0.7	-8	-2	11	-3	-2	/

Brought forward from above: 4 entries, then new ones.
SMILES	Mot1-301 SUMO	Rtt109 Vps75	CDK5 p35 inh	cardiac RTF act	LANA DNA inh	PvdQ inh	RTF Ca sens inh	PfHsp90 set2	dFosB activator	Keap1-Nrf2 PPI	NSD2 HMT inh
Cc1cccc(NC(=O)Cn2nnc(C(=O)Nc3ccc(F)c(Cl)c3)c2N)c1	49	-11	/	0	2.3	-2	-7	-3	90*	3	-1
O=C(c1ccc2ccccc2n1)N1CCN(c2ccccc2Cl)CC1	-7	-5	0.5	0	-0.9	2	0	-16	-3	-1	-2
COc1ccc(N(CC(=O)Nc2cc(OC)c(OC)cc2C(=O)O)S(=O)(=O)c2c(C)noc2C)cc1	25	4	-0.6	7	-0.1	-11	8	-8	4	-1	-1
N#CC1=C(N)Oc2n[nH]c(-c3ccccc3)c2C1c1ccncc1 (centres undefined)	-15	3	0.7	0	-0.7	-8	-2	11	-3	-2	/
CC(=O)Nc1ccc(NC(=O)C(C)OC(=O)CNC(=O)c2cccs2)cc1 (centres undefined)	-9	1	-1.3	1	2.7	-14	-11	6	-7	0	1
O=C(CN1C(=O)c2ccccc2C1=O)NC1CCC(O)CC1 (centres undefined)	7	-10	0.2	2	-0.2	-10	-11	18	-3	3	33
S=C(NCCc1ccccc1)NCCc1ccccc1	2	-22	-0.5	8	3.7	4	1	-8	2	0	-1
COc1cccc(Nc2nnc(SCC(=O)N(CC(C)C)CC(C)C)s2)c1	-34	0	1.8	-1	-0.9	7	-4	/	1	5	1
C=CCN1C(=O)S/C(=C/c2ccc(Sc3nc4ccccc4[nH]3)o2)C1=O	18	1	-0.1	-3	1.3	9	-4	-7	7	-3	0
CCS(=O)(=O)c1nn2c(N)c(/C=C3/C=CC(=O)C(OC)=C3)c(=O)nc2s1	215	2	0.6	12	-11	-12	-11	-22	-1	-12	4
COC(=O)CNC(=O)CSc1nnc(-c2ccc(OC)cc2)n1CC(C)C	2	3	0.0	-5	-1.4	-3	2	/	-9	-2	-3
Cc1ccc(C2(C)NC(=O)N(CC(=O)Nc3cc(S(=O)(=O)N4CCCCC4)ccc3OC(C)C)C2=O)cc1 (centres undefined)	i	24	-0.8	-8	-2.0	-16	-12	-16	-12	-1	0
CC(OC(=O)CCc1cc(C(C)(C)C)c(O)c(C(C)(C)C)c1)C(=O)NC1CC1 (centres undefined)	-16	3	1.0	-3	-0.1	-10	-5	/	-19	2	-2
O=C(Nc1ccc(CN2CCCCC2)cc1)Nc1ccc(Br)cc1Cl	/	0	-1.3	2	-2.0	5	-2	7	-42	-4	0
CN(CC(=O)NCc1ccc2c(c1)OCO2)S(=O)(=O)c1ccc(Br)s1	19	4	-5.9	2	1.2	-10	2	6	-7	-2	1
CC1=CC(C)C2C(=O)N(c3ccccc3)NC(=O)C2C1 (centres undefined)	17	-3	-0.6	-6	0.0	5	-9	29	-1	5	-4
O=C(CN1CCN(c2ccc(F)cc2)CC1)NCc1ccc(F)cc1	-10	-1	-0.3	3	-1.0	-18	-6	-8	2	-1	4
CNc1ccccc(-c2ccc3ccccc3n2)c1=O	/	1	0.1	9	7.2	-3	-8	/	3	6	9
Cc1ccc(-c2ccc(C(=O)Nc3ccccc3)o2)c2ccccc12	-11	-3	-2.3	0	3.3	-11	7	-2	-8	0	/
O=C(c1ccc(N2CCOCC2)nc1)N1CCCCC1	-10	0	0.2	2	-1.2	-15	-24	-9	1	0	/
COCCNC(=S)N/N=C(\C)c1cccc(OC)c1	-7	-3	-0.3	-4	-2.0	-5	-8	-14	2	0	-3
CC(C)(C)S(=O)N1Cc2cc(CO)ccc2[C@@H]1CCO (some centres undefined)	/	0	-2.8	0	0.7	-13	-9	-33	-1	-7	/
CC(C)Cc1nnc(NC(=O)C23CC4CC(CC(C4)C2)C3)s1	19	/	-1.4	3	1.0	-16	-7	18	-6	-3	0
O=Nc1ccc(NOC(=O)c2ccccc2Br)cc1	30	1	4.1	-2	-1.4	-37	-3	3	1	1	0
Cc1[nH]c(=S)c(C#N)c(C)c1CC(=O)c1ccc(Br)cc1	-4	7	2.1	-7	2.0	-2	-9	-4	2	3	3
O=C(O)CCCNC1=NCCC1	-9	0	-1.3	5	-0.4	-15	6	-13	-4	-7	-1
Cc1cccc(OCC(=O)N/N=C/c2cccn2C)c1	3	-11	0.4	-2	-0.6	-1	-9	-29	-7	2	24
COCCCNc1nc2ccccc2nc1NS(=O)(=O)c1cc(Cl)ccc1Cl	-11	1	0.2	6	0.7	-8	-6	-8	-16	-2	0
CCn1ncc(C2=NOC(C(=O)NCCc3ccccc3)C2)c1C (centres undefined)	-12	2	1.3	-6	-0.8	-12	-10	-18	-9	3	-2
O=C(Nc1ccc2oc(-c3ccncc3)nc2c1)c1ccco1	-12	4	-0.6	2	2.6	-8	-13	6	-36	-3	7
CC1CCCC(C)N1C(=O)CN1C(=O)C(C)(C)Oc2ccc(C(=O)NC3CCCC3)cc21 (centres undefined)	62	-6	1.1	0	-2.0	1	-6	8	-9	5	12

3 entries already listed, sorted by the value under LANA DNA inh, high to low.
Molecule	Mot1-301 SUMO	Rtt109 Vps75	CDK5 p35 inh	LANA DNA inh	PvdQ inh	PfHsp90 set2	dFosB activator	Keap1-Nrf2 PPI	NSD2 HMT inh
COCCCNc1nc2ccccc2nc1NS(=O)(=O)c1cc(Cl)ccc1Cl	-11	1	0.2	0.7	-8	-8	-16	-2	0
Cc1cccc(OCC(=O)N/N=C/c2cccn2C)c1	3	-11	0.4	-0.6	-1	-29	-7	2	24
O=C(Nc1ccc(CN2CCCCC2)cc1)Nc1ccc(Br)cc1Cl	/	0	-1.3	-2.0	5	7	-42	-4	0

Compound activity from PubChem.
